SENP1 FRET inh: SENP1 (human) catalytic domain inhibition. Q9P0U3. recombinant SENP1 catalytic domain, CyPet-SUMO1-YPet FRET cleavage. inhibition, % at 10 µM. actives 0.21% (n = 360,000). AID 624204;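 active = inhibition at least 30% at 10 µM, raw YFP signal under a set limit, fluorescence ratio 0.5 to 1.5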;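 note: 0% = enzyme with DMSO and 100% = no enzyme wells; some results filed as inactive read as strong as hits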
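Assay system: hSENP1 catalytic domain, recombinant. Amount: SENP1 enzyme, 20 pM final. Schedule: 50 min reaction, RT, dark. Technique: FRET, CFP and YFP emission. Control set: no-enzyme wells low, DMSO-plus-enzyme wells high control.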
SENP8 block-1: blocks the human protease SENP8. purified SENP8, Z-RLRGG-aminoluciferin cleavage, luminescence. inhibition, % at 10 µM. actives 1.2% (n = 330,000). AID 2540; in the data active = inhibition above about 50%
Target sequence (Q96LD8 whole entry, looked up): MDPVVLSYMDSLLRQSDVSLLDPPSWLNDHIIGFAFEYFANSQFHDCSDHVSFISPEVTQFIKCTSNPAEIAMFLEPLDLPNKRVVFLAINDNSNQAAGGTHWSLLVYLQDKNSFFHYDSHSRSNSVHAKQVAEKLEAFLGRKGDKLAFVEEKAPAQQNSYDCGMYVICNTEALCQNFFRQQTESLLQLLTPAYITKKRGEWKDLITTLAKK
SENP6 inh: inhibitors of human SENP6 protease | Recombinant SENP6 catalytic domain, aminoluciferin luminescence | inhibition, % at 10 µM | AID 2599 | actives 1.8% (n = 330,000) | Q9GZR1;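 active = inhibition above about 50% at the single tested dose, limit read from the data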;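 note: plate controls were DMSO wells with enzyme for no effect and DMSO wells lacking enzyme for full effect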
PfG6PD inh: PfG6PD (Plasmodium falciparum) enzyme inhibition; AID 504690; actives 0.78% (n = 350,000); inhibition, % at 20 µM; PfGluPho enzyme, NADPH resazurin-diaphorase fluorescence;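 active = inhibition reaching at least a set limit at 20 µM in the primary screen, cut at about 59% in these data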;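 note: 0% = DMSO wells with substrate and 100% = DMSO wells lacking glucose-6-phosphate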
HKDC1 inh: HKDC1 (human) hexokinase inhibition. recombinant HKDC1, G6PDH/diaphorase resazurin coupled fluorescence. inhibition, % at 20 µM. actives 0.16% (n = 340,000);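 active = inhibition above about 35% when tested at 20 µM, limit read from the data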;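 note: plate controls were DMSO wells with enzyme for no effect and DMSO wells lacking enzyme for full effect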
Target sequence (Q2TB90 whole entry, looked up): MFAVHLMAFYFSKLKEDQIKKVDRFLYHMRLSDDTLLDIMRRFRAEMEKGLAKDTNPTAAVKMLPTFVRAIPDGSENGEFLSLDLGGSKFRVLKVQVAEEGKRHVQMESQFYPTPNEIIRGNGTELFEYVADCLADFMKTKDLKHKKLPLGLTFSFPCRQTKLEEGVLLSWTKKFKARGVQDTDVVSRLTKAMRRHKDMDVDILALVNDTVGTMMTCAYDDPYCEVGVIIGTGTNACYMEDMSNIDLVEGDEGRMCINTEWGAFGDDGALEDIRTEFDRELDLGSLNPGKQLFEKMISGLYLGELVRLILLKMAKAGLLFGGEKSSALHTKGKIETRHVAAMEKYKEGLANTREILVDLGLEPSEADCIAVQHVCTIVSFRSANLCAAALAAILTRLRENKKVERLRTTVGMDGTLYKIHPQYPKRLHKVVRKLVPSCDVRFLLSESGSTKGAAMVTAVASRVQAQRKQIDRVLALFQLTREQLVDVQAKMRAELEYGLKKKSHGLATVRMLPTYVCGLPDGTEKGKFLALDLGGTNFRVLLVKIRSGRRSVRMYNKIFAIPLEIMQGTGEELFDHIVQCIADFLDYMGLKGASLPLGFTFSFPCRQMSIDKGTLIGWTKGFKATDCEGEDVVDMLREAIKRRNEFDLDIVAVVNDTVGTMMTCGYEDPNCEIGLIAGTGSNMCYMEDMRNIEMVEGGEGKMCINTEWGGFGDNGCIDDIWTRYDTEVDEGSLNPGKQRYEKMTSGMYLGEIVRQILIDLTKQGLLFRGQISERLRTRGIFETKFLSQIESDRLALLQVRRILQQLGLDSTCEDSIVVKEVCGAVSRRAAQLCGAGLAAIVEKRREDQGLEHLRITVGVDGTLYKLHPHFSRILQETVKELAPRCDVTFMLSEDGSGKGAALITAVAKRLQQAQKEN
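Test system: HK5 enzyme. Quantity: 5 µg/mL HK5 final. Reagent: glucose and ATP substrates. Schedule: 90 min reaction incubation at room temperature, dark. Technique: resazurin-to-resorufin fluorescence via G6PDH and diaphorase coupling, 525/613 nm. Control set: DMSO wells with and without enzyme mix.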
SENP7 block: SENP7 protease inhibition | Q9BQF6 | recombinant SENP7, Z-RLRGG-aminoluciferin luminescence, 40 min | inhibition, % at 5 µM | actives 1.5% (n = 330,000);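 active = inhibition above about 50% at the single test dose, limit read from the data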;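 note: plate controls were DMSO with enzyme for no effect and no enzyme buffer wells for full effect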
SENP8 block-2: inhibitors of human SENP8 protease; recombinant SENP8, Nedd8 substrate fluorescence; AID 602440; inhibition, % at 20 µM; actives 0.64% (n = 360,000); Q96LD8; in the data active = inhibition mostly above about 40%, no sharp cut-off; inactive = mostly below about 27%
Apaf1 inhib: inhibitors of human Apaf-1 apoptosome | O14727 | reconstituted apoptosome caspase-3 activity, DEVD-Rh110 fluorescence | inhibition, % at 20 µM | actives 0.71% (n = 330,000); active = inhibition of at least 40% at 20 µM;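 note: plate controls were DMSO wells for no effect and DEVD-CHO caspase inhibitor wells for full effect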
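detection = Rh110 fluorescence intensity | test system = biochemical Apaf-1 apoptosome reconstitution | also added = cytochrome c and DEVD-Rh110 substrate | schedule = 30 min plus 50 min, RT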
Numbers without * were called inactive; · = not tested or not shown. The list is partial; count on the stated rates, not on these rows.

SMILES	SENP1 FRET inh	SENP8 block-1	SENP6 inh	PfG6PD inh	HKDC1 inh	SENP7 block	SENP8 block-2	Apaf1 inhib
CCOC(=O)C1=C(C)OC(N)=C(C(=O)OCC)C12C(=O)Nc1ccc(Br)cc12 (stereo unspecified)	1.4	-8.7	-15.2	12.9	0.4	11.7	24.7	4.9
O=C1NC(=S)NC(=O)C1c1ccccc1	1.4	·	·	41.8	-5.6	·	-0.3	·
Nc1ccccc1C(=O)c1ccccc1	3.6	2.8	9.7	1.6	3.2	-7.8	11.6	-1.2
Cc1cc(C=O)c(C)n1C1CC1	-1.0	5.3	6.7	8.1	-5.1	5.2	18.5	-2.6
Fc1ccc(C[n+]2c(-c3ccccc3)cc(-c3ccccc3)cc2-c2ccccc2)cc1	·	4.5	1.9	5.0	-4.0	2.7	·	21.6
CN(C)C(=O)Oc1noc2cc(Cl)ccc12	0.9	-9.3	-25.4	-1.3	-2.9	-10.3	18.3	-9.7
O=c1[nH]c(=O)n(C2CCCCCC2)c(O)c1C=NCCCN1CCOCC1	3.2	-6.2	-0.8	-9.8	-4.5	-5.4	25.8	-2.1
O=C(COc1ccc2ccc(=O)oc2c1)N1C[C@H]2C[C@@H](C1)c1cccc(=O)n1C2	2.7	-8.6	-13.8	4.3	0.5	8.7	-14.6	0.8
O=P1(Oc2ccccc2)OCCCS1 (stereo unspecified)	0.6	-6.1	-11.1	6.4	-4.8	-5.4	5.7	-23.6
CC(C)(C)C(=O)Nc1ccc(S(=O)(=O)N2CC3CC(C2)c2cccc(=O)n2C3)cc1 (stereo unspecified)	0.0	4.1	4.6	-9.9	-6.4	-4.9	5.5	-17.0
O=C(COc1ccccc1)N1CCN(C2CC3CCC2C3)CC1 (stereo unspecified)	-0.5	-7.5	-17.8	7.1	2.1	-7.7	10.9	4.2
CC(C)(C)c1ccc(O)c(CN2CCN(c3ccccc3)CC2)c1	-1.1	-8.5	-9.8	1.0	-0.8	0.1	21.2	3.2
CC(=NCCC1=CCCCC1)c1c(O)[nH]c(=O)[nH]c1=O	2.3	-3.1	-11.1	-19.6	-7.8	4.0	24.1	15.7
COC(=O)C1=C(c2cc3ccccc3o2)C[C@@H]2CC[C@H]1N2C(=O)N1CCC(O)CC1	1.7	3.9	-7.6	9.6	-4.2	-2.0	7.4	0.7
O=C1NC(=O)C(=Cc2ccc(-c3ccccc3[N+](=O)[O-])o2)C(=O)N1	1.2	-0.7	10.9	87.9*	3.6	-1.7	17.1	7.7
Cc1sc2ncn(CC(=O)N3CCC4(CC3)OCCO4)c(=O)c2c1C	1.5	-6.8	-14.3	-5.8	-4.5	-4.8	29.9	0.5
O=C(Cc1ccccc1)Oc1ccccc1N1C(=O)CCC1=O	4.0	-2.7	-18.3	-5.6	-2.4	-7.1	12.5	16.0
CC(=O)Nc1ccccc1C(=O)OCc1ccc(F)cc1	-0.2	-14.4	-9.0	10.6	1.2	-5.2	-19.0	5.4
N[C@@H]1CCCC[C@H]1N.O=C(O)C(=O)O.[Pt]	·	4.0	-10.1	·	·	5.1	·	-17.0
O=C(NCCN1CCOCC1)c1ccc(Cl)nc1Cl	0.8	-1.0	3.2	-4.0	-12.3	2.8	3.1	-4.7
O=C(Cn1nc(-c2ccccc2)ccc1=O)N1CCC2(CC1)OCCO2	2.3	-0.1	-1.2	-8.6	-1.9	0.4	-8.9	-1.4
C[C@H](N)CN1CCc2ccc(Br)cc21	-0.6	0.7	-4.2	-17.7	2.0	3.4	11.2	-4.8
CCN(CC)c1ccc(CC2C(=O)N(C)C(=O)N(C)C2=O)cc1	-17.2	-1.2	20.2	12.4	-9.2	4.4	-2.0	10.4
c1ccc(-c2cc(-c3ccccc3)[n+](-c3ccccc3)c(-c3ccccc3)c2)cc1	2.0	-2.6	-1.2	-23.5	-2.1	5.9	-45.1	-7.4
COc1ccc(CC(C)NC2CCCCCC2)cc1 (stereo unspecified)	1.4	-2.7	6.3	-2.8	-7.2	4.9	11.1	6.6
The list continues.
SMILES	SENP1 FRET inh	SENP8 block-1	SENP6 inh	PfG6PD inh	HKDC1 inh	SENP7 block	SENP8 block-2	Apaf1 inhib
CCOc1cc2c(cc1OCC)-n1cccc1C(c1ccccc1OC)NC2 (stereo unspecified)	1.5	-1.6	-8.4	12.9	-3.1	-1.3	13.1	16.5
CN(C)c1ccc(NC(=O)CN2C(=O)CN=C(c3ccccc3)c3ccccc32)cc1	-3.3	2.4	1.6	37.5	2.4	-3.0	-26.5	12.4
O=C1NC(=O)C(CCc2ccncc2)(C2CCCCC2)C(=O)N1	0.1	-3.8	-7.8	-11.2	2.6	-2.0	13.1	-2.3
O=C(Cc1ccccc1)N1CCN(Cc2cccc(Br)c2)CC1	0.3	-6.4	-12.3	-9.6	-6.1	-7.6	23.3	-10.3
O=C(c1cn(Cc2ccccc2)c2ccccc12)N1CCCCC1	-0.4	-3.1	-16.0	-23.9	-3.3	-0.2	-0.3	9.1
COC(=O)C1=C(c2cc3ccccc3o2)C[C@@H]2CC[C@H]1N2C(=O)NCc1ccc(F)cc1	-0.4	0.7	-14.7	8.8	-1.2	-7.7	12.2	14.9
Cc1cc(C(=O)Nc2ccccc2)nn1C(C)(C)C	1.2	-7.9	-0.1	-3.9	-7.0	12.9	2.6	-1.3
O=c1c2ccccc2nc(/C=C/c2ccccc2)n1-c1ccc(O)cc1	-1.1	1.6	22.9	15.9	0.3	9.3	-21.2	17.2
Cc1nc2ccccc2c(=O)n1/N=C/c1cc(Br)cc(Br)c1O	-28.5	1.4	-25.5	-10.8	-16.5	-8.3	-29.0	-6.2
c1ccc2c(CN3CCCCCC3)c[nH]c2c1	-0.2	-8.0	5.2	-11.1	-6.7	-9.4	25.8	4.6
Clc1ccc(COC(Cn2ccnc2)c2ccc(Cl)cc2Cl)cc1 (stereo unspecified)	1.7	-6.2	-4.5	14.7	5.7	-2.8	0.1	39.6
CC(NC(=O)Cc1cccc2ccccc12)C(=O)N1CCC(=O)CC1 (stereo unspecified)	-2.2	-5.4	-3.3	-5.5	-8.8	-5.4	0.5	-6.1
CCC1([N+](=O)[O-])COP(N)(=O)OC1 (stereo unspecified)	1.1	·	·	0.1	-3.0	·	10.2	·
C[C@]12CCC3C(CC[C@H]4C[C@@H](O)CC[C@]34C)C1CC[C@@H]2O (stereo partly specified)	-0.4	4.6	-6.5	-6.8	0.7	3.9	7.9	-9.9
O=C(c1ccc(CS(=O)(=O)c2ccccc2)o1)N1CCC2(CC1)OCCO2	2.4	0.4	5.9	14.6	16.5	6.8	7.8	-13.3
COc1ccccc1CN1CCCCC1c1cccnc1 (stereo unspecified)	-1.8	-1.2	3.8	5.5	-3.1	9.2	15.3	-13.1
CN(C(=O)Oc1cccc2cccnc12)c1ccccc1	0.4	-13.8	-7.9	4.7	-4.5	-14.7	21.4	9.2
COc1ccc(C(CNC(=O)c2ccc3c(c2)CCC3)N(C)C)cc1 (stereo unspecified)	-0.6	-0.7	1.5	-8.8	-2.3	5.7	6.8	3.1
Clc1ccc(OCC#CCN2CCCCCC2)cc1	-0.6	-5.8	-15.5	-7.3	-7.0	-9.3	11.5	14.1
Fc1c(F)c(F)c(N2CCNCC2)c(F)c1F	0.4	4.1	12.8	-17.1	-0.6	3.1	12.5	-15.2
CCOc1ccc(N2C(=O)NC(=O)/C(=C\c3ccccc3[N+](=O)[O-])C2=O)cc1	-22.2	4.3	1.3	16.0	8.2	2.0	4.6	0.7
NS(=O)(=O)c1cccc(N2CCNCC2)c1	0.4	3.5	7.1	1.6	-4.1	0.9	5.8	-13.4
CCCC/C(=N\O)c1c[nH]c2ccccc12	2.0	-7.3	-0.2	14.1	-2.6	1.3	4.7	-11.6
CCOc1ccc(CN2CCN(C(=O)Cc3ccccc3)CC2)cc1	1.1	10.2	11.5	-14.1	-5.7	0.6	3.2	-2.3
O=C(O)c1[nH]c(=O)[nH]c(=O)c1F	0.1	-0.8	6.4	4.4	-4.8	12.3	16.6	-5.0
Remaining list, next part.
SMILES	SENP1 FRET inh	SENP8 block-1	SENP6 inh	PfG6PD inh	HKDC1 inh	SENP7 block	SENP8 block-2	Apaf1 inhib
O=C(CCc1nc(-c2ccccc2F)no1)N1CCC2(CC1)OCCO2	0.7	1.8	-2.4	-1.1	-4.0	-10.2	8.4	-0.4
COC(=O)C1=C(c2ccc(S(C)(=O)=O)cc2)C[C@@H]2CC[C@H]1N2C(=O)NCC1CC1	1.6	-4.7	-13.5	3.3	-6.1	-5.7	13.8	-4.8
O=C1CC(c2ccccc2)CN1 (stereo unspecified)	1.1	4.9	5.9	-4.8	2.4	-1.0	25.1	-13.0
CCC(=O)Nc1ccc(N2CCN(CC)CC2)c(Cl)c1	0.2	-9.1	-23.2	9.7	1.4	-7.1	12.7	3.0
COc1cccc(OC)c1C1=NCC(=O)Nc2c1oc1ccc(Br)cc21	0.1	-8.6	-12.9	33.7	1.5	-13.7	-32.5	27.8
O=C(N/N=C/c1c(O)n(CCc2ccccc2)c(=O)[nH]c1=O)c1ccncc1	-75.9	·	·	-35.6	7.4	·	-268.3	·
COc1cc(OC)c(OC)cc1CNCCc1ccc(F)cc1	1.8	-4.9	-7.9	-0.8	-4.2	-15.1	6.4	0.2
CC12CC[C@H]3[C@@H](CCC4(O)C[C@H](O)CCC34/C=N/NC(=O)Cc3ccccc3)C1(O)CCC2C1=CC(=O)OC1 (stereo partly specified)	-4.7	2.4	7.9	-2.6	-1.8	-4.7	6.1	-16.9
CC(C)=CCc1c(O)cc2c(c1O)C(=O)CC(c1ccc(O)cc1)O2 (stereo unspecified)	1.3	-10.8	-16.2	0.2	-0.1	-8.9	4.1	-0.2
Cc1cc(OCC(=O)NCC2CCC(C(=O)O)CC2)c2c3c(c(=O)oc2c1)CCC3 (stereo unspecified)	1.4	-0.9	-7.7	1.4	-1.4	-4.8	-208.8	6.1
O=C1NC(=O)N(c2ccc3c(c2)OCO3)C(=O)/C1=C\c1ccsc1	-1.8	-2.8	-5.3	28.7	-0.2	7.2	9.8	-12.0
Cc1ccc(O)c(C(=O)c2cc(C(=O)NCc3ccccc3)c(=O)n(Cc3ccccc3)c2)c1	-56.8	-14.2	2.5	-3.1	0.8	-6.1	-23.7	14.1
CC(C)c1ccc(N=Cc2c(O)n(C3CC3)c(=S)[nH]c2=O)cc1	3.9	-9.9	-11.7	-11.6	5.8	-12.2	-2.0	-20.7
OC(C#CCN1CCOCC1)(c1ccccc1)C1CCCC1 (stereo unspecified)	1.7	-7.9	-32.7	-10.7	0.5	-0.8	24.9	2.8

Record cards, from the list above. Order of screens: SENP1 FRET inh | SENP8 block-1 | SENP6 inh | PfG6PD inh | HKDC1 inh | SENP7 block | SENP8 block-2 | Apaf1 inhib
Record of CC(C)c1ccc(N=Cc2c(O)n(C3CC3)c(=S)[nH]c2=O)cc1 → 3.9 | -9.9 | -11.7 | -11.6 | 5.8 | -12.2 | -2.0 | -20.7
Record of COc1cccc(OC)c1C1=NCC(=O)Nc2c1oc1ccc(Br)cc21 → 0.1 | -8.6 | -12.9 | 33.7 | 1.5 | -13.7 | -32.5 | 27.8
Record of CC12CC[C@H]3[C@@H](CCC4(O)C[C@H](O)CCC34/C=N/NC(=O)Cc3ccccc3)C1(O)CCC2C1=CC(=O)OC1 (stereo partly specified) → -4.7 | 2.4 | 7.9 | -2.6 | -1.8 | -4.7 | 6.1 | -16.9
Record of O=C(N/N=C/c1c(O)n(CCc2ccccc2)c(=O)[nH]c1=O)c1ccncc1 → -75.9 | · | · | -35.6 | 7.4 | · | -268.3 | ·
Record of OC(C#CCN1CCOCC1)(c1ccccc1)C1CCCC1 (stereo unspecified) → 1.7 | -7.9 | -32.7 | -10.7 | 0.5 | -0.8 | 24.9 | 2.8
